# UCHL1 block: blocks human UCHL1 ubiquitin-rhodamine cleavage; purified UCHL1, Ub-rhodamine cleavage fluorescence; inhibition, % at 20 µM; actives 0.2% (n = 47,000); AID 1645859
# Target sequence (P09936 whole entry, looked up): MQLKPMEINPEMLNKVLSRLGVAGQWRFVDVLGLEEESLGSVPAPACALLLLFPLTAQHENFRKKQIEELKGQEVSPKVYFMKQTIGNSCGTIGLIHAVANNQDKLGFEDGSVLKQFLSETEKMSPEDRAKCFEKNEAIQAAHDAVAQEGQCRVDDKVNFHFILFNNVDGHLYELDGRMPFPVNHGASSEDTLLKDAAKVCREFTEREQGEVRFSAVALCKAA
# USP8 block: human USP8 deubiquitinase inhibition. actives 4.2% (n = 47,000). P40818. purified USP8, Ub-rhodamine cleavage fluorescence, 30 min. inhibition, % at 20 µM
# USP7 inh: inhibitors of human USP7 deubiquitinase. purified USP7, Ub-rhodamine cleavage fluorescence. inhibition, % at 20 µM. actives 0.3% (n = 47,000). AID 1645854
# USP28 block: inhibitors of human USP28 deubiquitinase; inhibition, % at 25 µM; Q96RU2; AID 1645857; actives 3% (n = 47,000); purified USP28, Ub-rhodamine cleavage fluorescence, 30 min
# USP30 inh: human USP30 deubiquitinase inhibition. purified USP30, Ub-rhodamine cleavage fluorescence. actives 5.3% (n = 47,000). inhibition, % at 25 µM. Q70CQ3. AID 1645860
# USP10 block: inhibitors of human USP10 deubiquitinase; Q14694; purified USP10, Ub-rhodamine fluorescence, 60 min; inhibition, % at 20 µM; actives 1.1% (n = 47,000); AID 1645856
# USP17 inh: blocks human USP17 ubiquitin-rhodamine cleavage; A8MUK1; purified USP17, Ub-rhodamine cleavage fluorescence, 3 h; inhibition, % at 50 µM; actives 6.5% (n = 47,000)
# OTUD3 block: inhibitors of human OTUD3 deubiquitinase. purified OTUD3, Ub-rhodamine fluorescence, 2 h. inhibition, % at 25 µM. actives 0.7% (n = 47,000). AID 1645858
# Target sequence (Q5T2D3 whole entry, looked up): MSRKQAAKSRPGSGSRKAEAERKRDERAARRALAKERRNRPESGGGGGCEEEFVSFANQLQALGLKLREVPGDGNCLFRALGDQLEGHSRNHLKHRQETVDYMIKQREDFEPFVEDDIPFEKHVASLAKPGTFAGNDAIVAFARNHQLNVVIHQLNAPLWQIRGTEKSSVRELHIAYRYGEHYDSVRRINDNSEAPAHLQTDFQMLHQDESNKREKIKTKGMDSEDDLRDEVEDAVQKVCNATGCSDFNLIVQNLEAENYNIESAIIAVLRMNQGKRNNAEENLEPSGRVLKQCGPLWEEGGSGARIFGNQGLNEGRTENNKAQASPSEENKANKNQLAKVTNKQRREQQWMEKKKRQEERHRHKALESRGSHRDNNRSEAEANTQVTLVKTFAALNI
# Starred values were filed as active, the others as inactive; / = no result given. Rule as the data show it: active = inhibition above about 30%; inactive = the rest.
UCHL1 block	USP8 block	USP7 inh	USP28 block	USP30 inh	USP10 block	USP17 inh	OTUD3 block	canonical_smiles
-3	1	-5	0	1	1	1	0	COCC(=O)N1CC[C@@H]2Oc3ccccc3S(=O)(=O)N(Cc3ccccc3)[C@H]2CC1
-2	-5	-4	-5	-35	-4	-9	-9	CCOC(=O)CNC(=O)c1cc2c(=O)n3ccccc3nc2s1
0	1	-1	1	0	-5	0	1	CCCN1CCN(C(=O)c2cn3ccnc(-c4ccccc4)c3n2)CC1
-4	-3	-7	/	/	-2	-16	-8	O=C(COc1nc2ccccc2nc1N1CCOCC1)NCCc1ccc(F)cc1
5	24	0	8	18	5	18	20	CC(C)Nc1nc(Sc2ccc(F)cc2)cc(C(F)(F)F)n1
3	-11	1	0	21	12	-7	4	Cc1cccc(N2CCN(C(=O)c3csc4ccccc34)CC2C)c1 (stereo not drawn)
2	-1	-10	16	6	-2	3	10	Cc1ncoc1C(=O)N1CCCCC1c1ncc(Cc2cccc(Cl)c2)o1 (stereo not drawn)
2	8	4	1	-24	-11	-10	-1	CC1CCN(c2nc3ccccc3nc2SCC(=O)NCCc2ccc(Cl)cc2)CC1
3	2	3	/	/	3	28	18	CC(=O)c1sc2scc(C)c2c1C
-1	-2	0	13	24	1	7	9	CN1Cc2[nH]cnc2C[C@H]1C(=O)N1CCC(Cc2ccccc2)CC1
0	-1	0	-8	-26	-4	-2	-4	O=S(=O)(c1ccc(F)cc1)N1CCCC(c2nnc3ccccn23)C1 (stereo not drawn)
-10	-5	-7	-34	-171	-4	-46	-28	Cc1cc(C)c(NC(=O)CCC(=O)N2CCSc3ccccc32)c(C)c1
0	10	0	0	-60	2	4	2	CC(=O)Nc1ccc(S(=O)(=O)N2CCC(C(=O)NCc3ccco3)CC2)cc1
2	-45	-37	0	3	22	8	0	CCOc1ccc(C(=O)N2CCC(c3nc4c(nnn4Cc4ccccc4Cl)c(=O)[nH]3)CC2)cc1
-4	-2	-2	0	0	0	-1	0	Cc1c(S(=O)(=O)N2CCCCC2)cc(C(=O)N(C)Cc2ccccc2)n1C
1	24	0	9	10	1	16	15	CCc1nc(-c2c(C)cc(C)nc2NC(=O)c2ccccc2C)no1
0	3	2	-2	-10	-1	-3	0	O=C(CCc1nc2sc3c(c2c(=O)[nH]1)CCCC3)NCc1ccc(C(F)(F)F)cc1
0	-10	-62	10	-7	3	-8	1	O=S1(=O)c2ccccc2NC(c2ccc(Oc3ccccc3)cc2)N1Cc1ccccc1 (stereo not drawn)
2	-2	-10	-15	-74	-8	-15	-6	CCc1ccc(C2CN3C(=O)CN(Cc4ccco4)C(=O)[C@]3(C)c3[nH]c4ccccc4c32)cc1 (stereo partly drawn)
-1	-3	0	-5	-5	0	-5	-10	Cc1nnc(-c2c(C)[nH]c(C)c2S(=O)(=O)NCc2ccc(F)cc2)o1

# Given with two lines to a compound: entries from further up
# Values in the order – UCHL1 block	USP8 block	USP7 inh	USP28 block	USP30 inh	USP10 block	USP17 inh	OTUD3 block
> CCCN1CCN(C(=O)c2cn3ccnc(-c4ccccc4)c3n2)CC1
→ 0	1	-1	1	0	-5	0	1
> CCc1nc(-c2c(C)cc(C)nc2NC(=O)c2ccccc2C)no1
→ 1	24	0	9	10	1	16	15
> CC1CCN(c2nc3ccccc3nc2SCC(=O)NCCc2ccc(Cl)cc2)CC1
→ 2	8	4	1	-24	-11	-10	-1
> CCc1ccc(C2CN3C(=O)CN(Cc4ccco4)C(=O)[C@]3(C)c3[nH]c4ccccc4c32)cc1 (stereo partly drawn)
→ 2	-2	-10	-15	-74	-8	-15	-6
> Cc1c(S(=O)(=O)N2CCCCC2)cc(C(=O)N(C)Cc2ccccc2)n1C
→ -4	-2	-2	0	0	0	-1	0

# The main list resumes; the two compounds before the break are reprinted first.
UCHL1 block	USP8 block	USP7 inh	USP28 block	USP30 inh	USP10 block	USP17 inh	OTUD3 block	canonical_smiles
2	-2	-10	-15	-74	-8	-15	-6	CCc1ccc(C2CN3C(=O)CN(Cc4ccco4)C(=O)[C@]3(C)c3[nH]c4ccccc4c32)cc1 (stereo partly drawn)
-1	-3	0	-5	-5	0	-5	-10	Cc1nnc(-c2c(C)[nH]c(C)c2S(=O)(=O)NCc2ccc(F)cc2)o1
3	-3	3	-4	-2	2	-9	-2	COc1cc(C(=O)Nc2cc(C)c(OCC(=O)N3CCOCC3)c(C)c2)cc(OC)c1OC
-2	-1	-2	1	3	0	-8	-12	Cc1cc2nc(CSc3ccccc3NC(=O)Nc3cccc(C(F)(F)F)c3)cc(=O)n2o1
-1	-1	-19	-8	-3	2	11	-5	Cc1ccccc1NC(=O)NC1(c2nc(C3CC3)no2)CCCCC1
2	10	2	3	20	3	0	9	Cc1sc2ncc(C(=O)NC3CC3)c(=O)n2c1C
3	16	5	4	24	4	46*	12	Cc1nc(NCc2ccccc2F)ncc1C(=O)NCc1ccccc1
-6	-9	-23	-45	-121	-3	-58	-44	COc1ccccc1CNC(=O)CCC(=O)N1Cc2cccn2-c2ccccc21
2	25	5	10	17	3	17	13	COc1cccc(CN2C[C@@]34CN(C(=O)c5ccccn5)C[C@@H](C[C@@H]3S2(=O)=O)O4)c1
1	0	3	-17	-20	3	0	-3	CCn1c2ccccc2c2cc(NC(=O)Cc3ccccc3[N+](=O)[O-])ccc21
-2	44*	-56	-9	-8	2	0	-7	Cc1cc(OCC(=O)Oc2ccc(-n3cnnn3)cc2)cc(C)c1Cl
3	9	8	7	16	3	51*	2	Cc1nc(-c2ccc(-n3cc(C(=O)Nc4cccc(F)c4)c(C)n3)cc2)no1
0	2	-1	3	8	0	1	2	O=C(CN1C(=O)[C@@H]2CCCN2c2ncccc21)NCc1ccc2c(c1)OCO2
5	-80	12	1	6	1	-1	14	CCOC(=O)c1cnc(Sc2ccc([N+](=O)[O-])cn2)nc1N
0	-10	-4	8	-4	-2	-8	-9	CCC(=O)N1CCc2cc(S(=O)(=O)NCCC(=O)N3CCN(Cc4ccccc4)CC3)ccc21
2	10	0	7	10	-1	4	3	Cc1nc2ccccc2n1CCC(O)c1ccccc1 (stereo not drawn)
-1	4	2	-1	2	3	-4	0	O=C(CCc1ccc(F)cc1)N1CCOC(CCc2cc(=O)[nH]cn2)C1 (stereo not drawn)
0	19	3	6	0	1	11	3	Cc1ccc(NS(=O)(=O)c2cc(-c3noc(C)n3)cs2)c(C)c1
5	5	5	12	28	5	10	7	COc1ccc(S(=O)(=O)N2CCN(C(=O)CCCc3c[nH]c4ccccc34)CC2)cc1
-4	11	-3	-2	-45	-1	6	-8	COc1ccc(C)cc1NC(=O)C(=O)CC(=O)c1ccccc1OC
4	9	3	11	0	7	11	8	CCCCC12CN3CC(C)(CN(C1)C3c1c(O)ccc3ccccc13)C2=O (stereo not drawn)
-14	20	-10	-9	-59	-14	10	-11	CCCCn1c(=O)[nH]c(=O)c2c1nc(-c1ccc(-c3ccccc3Br)o1)n2CC

# USP17 inh, entries above that show a hit
UCHL1 block	USP8 block	USP7 inh	USP28 block	USP30 inh	USP10 block	USP17 inh	OTUD3 block	canonical_smiles
3	16	5	4	24	4	46*	12	Cc1nc(NCc2ccccc2F)ncc1C(=O)NCc1ccccc1
3	9	8	7	16	3	51*	2	Cc1nc(-c2ccc(-n3cc(C(=O)Nc4cccc(F)c4)c(C)n3)cc2)no1

# (listing goes on)
UCHL1 block	USP8 block	USP7 inh	USP28 block	USP30 inh	USP10 block	USP17 inh	OTUD3 block	canonical_smiles
2	18	2	10	7	0	-23	8	O=C(Nc1ccc(-n2cccc2)cc1)c1ccc(Cl)cc1
2	22	2	37*	12	0	10	15	CCCCN1CCN(c2ccc3c(c2)OCO3)C1=O
0	0	4	4	14	0	2	10	CC(=O)N1CCC(Cc2cc(Nc3ncccc3C)ncn2)CC1
-4	-7	0	-8	-4	-1	-7	-2	CC(C)C(=O)N1CCCC2(C/C=C/CNC(=O)c3ccccc3OCCN(C)C2=O)C1 (stereo not drawn)
-1	7	1	-4	-21	1	-4	-11	O=C(O)c1ccc(N2CCCC2c2ccccc2)nc1 (stereo not drawn)
4	77*	14	14	38*	19	27	21	CCOc1ccc2cc3c(nc2c1)OC(=O)N(Cc1ccc(OC)cc1)C3
6	29	12	23	22	14	25	17	Cc1ccc(NS(=O)(=O)c2ccc(-c3cc(C)no3)s2)c(Cl)c1
-5	-271	-1	12	-100	-11	13	-5	O=C(Nc1ccc2c(c1)OCO2)c1cnn(-c2ccc(F)cc2F)c1C1CCNCC1
-2	9	5	0	0	0	3	1	CN1[C@@H](CCC(=O)N2CCN(c3ccccn3)CC2)CNC(=O)[C@H]2NCC[C@H]21
2	2	0	/	/	2	6	0	Nc1c(-c2ccccn2)nsc1C(=O)N1CCc2ccccc2C1
0	0	2	/	/	-1	5	1	Cc1ccc(N2C(=O)N(CC(=O)Nc3ccccc3C#N)C(=O)C2C)cc1 (stereo not drawn)
2	-67	2	0	17	1	0	0	Cc1ccc2cnn(CC(=O)N3CCc4ccccc4C3)c2c1
1	-1	4	-9	-6	27	-2	3	O=C(NCCc1nc2ccccc2[nH]1)c1ccco1
2	8	4	7	19	2	6	11	COc1ccccc1C(=O)Nc1ccc([C@@H](O)[C@H]2COCC(=O)N2)cc1
-1	-8	6	-4	0	-2	-9	0	O=C1NC(C(=O)O)=CC(c2ccc3c(c2)OCO3)N1 (stereo not drawn)
2	-26	5	4	4	0	5	2	COc1ccc(CNC(=O)C2CCN(S(C)(=O)=O)c3ccccc3O2)cc1 (stereo not drawn)
-3	42*	9	-10	-21	6	10	1	c1ccc(CNc2ccc(-c3nc(-c4ccccc4)no3)nn2)cc1
-1	0	-1	-2	-1	-3	-6	0	CCN(CC(=O)Nc1cccc(S(N)(=O)=O)c1)CC(=O)Nc1ccccc1C(F)(F)F
1	7	2	4	8	-1	7	6	COCC(=O)N1CCCC1c1cc(Nc2ncccc2C)nc(C)n1 (stereo not drawn)
2	7	7	/	/	5	80*	-1	Cc1ccc(C(O)Cn2cc(C(=O)Nc3cccc(C)c3)nn2)cc1 (stereo not drawn)

# Other compounds follow.
UCHL1 block	USP8 block	USP7 inh	USP28 block	USP30 inh	USP10 block	USP17 inh	OTUD3 block	canonical_smiles
4	6	-1	5	-4	2	0	-3	COc1ccccc1Nc1cc(C)c2ccccc2n1
-2	-30	0	-1	-3	-2	-14	0	CCCN1C(=O)CC2(CCNCC2)CC1=O
-2	3	1	13	-22	-2	2	5	Cc1ccc(-c2noc(Cn3ccnc3C)n2)cc1
2	4	2	-8	-10	3	-6	-1	Cc1ccc(NS(=O)(=O)c2ccc3c(c2)NC(=O)CC(=O)N3)cc1F
2	-4	3	1	26	5	-9	6	COc1ccc(C2CC(=O)C3=C(C2)Nc2ccccc2N(C(=O)C2CC2)C3c2cccc(F)c2)cc1 (stereo not drawn)
0	15	-17	33*	28	1	19	19	Cc1ccc(N2CCCS2(=O)=O)cc1NC(=O)Cc1ccc(Cl)cc1
-3	-17	-14	-20	-95	-7	-36	-16	c1ccc(CN2CCC[C@H]2c2nc(-c3ccc(-c4cncnc4)nc3)no2)nc1
-1	16	8	8	19	6	6	21	O=C(NCc1cccnc1)c1nnc(-c2ccc(S(=O)(=O)N3CCCCC3)cc2)o1
-1	4	0	-3	2	1	0	0	COc1ccc(CNC(=O)c2cc(S(=O)(=O)N3CCCC3)c(C)n2C)cc1
-2	0	3	-10	-6	2	9	-11	CC(C)c1nc(SCc2nc3ccccc3c(=O)n2-c2ccccc2)c2ccccc2n1
-16	-58	-14	-44	-168	-9	-54	-35	O=C(Nc1cccnc1)C1Cn2ccnc2C2(CCN(Cc3cccc(Cl)c3)CC2)O1 (stereo not drawn)
0	-68	3	6	0	4	5	-1	COc1ccc(-c2[nH]c3[nH]c(=O)[nH]c(=O)c3c2C2C(=O)Nc3ccccc32)cc1 (stereo not drawn)
-2	0	0	0	9	2	-1	-2	Cc1cc(C)n(-c2ccnc(N3CCC(C(=O)NC4CCCC4)CC3)n2)n1
-3	-1	-1	-15	-11	-1	-4	-7	O=C(NCCN1CCOCC1)c1cccc(C2CCCN(C(=O)Nc3ccccc3)C2)c1 (stereo not drawn)
-1	48*	1	8	22	1	16	8	O=C(CCCCCn1c(=O)[nH]c2ccccc2c1=O)NCCc1ccc(Cl)cc1
2	13	11	18	24	11	48*	5	COc1ccc(NC(=O)c2cc3c(C(F)(F)F)nn(C)c3s2)cc1
-4	0	-1	-9	-12	-1	-3	-8	Cc1c(N2CCC(C(=O)NCC3CCCO3)CC2)c(=O)n(C)c(=O)n1-c1ccccc1 (stereo not drawn)
4	-77	8	3	3	2	-8	9	CCc1ccccc1NC(=O)N1CCCC2(CCCN2S(C)(=O)=O)C1 (stereo not drawn)
-2	-57	-20	-7	-51	-8	-24	-8	Cc1nn(Cc2ccccc2Cl)c(Cl)c1C(=O)N1CCCc2ccccc21
0	1	6	3	23	0	17	10	CN(C)C(=O)N1CC2(CCN(S(=O)(=O)c3ccccc3)CC2)C2(CCN(C)C2=O)C1 (stereo not drawn)
0	5	6	5	6	0	-1	7	CCn1c(CSc2nc3ccccc3[nH]2)nc2cc(C(=O)O)ccc21
3	8	1	22	41*	5	23	15	CSCc1cc(NCc2ccccc2)nc(-c2ccncc2)n1

# Bioassay records from PubChem BioAssay.
